# Bcl-B TR3 displacers = displacers of TR3 peptide from Bcl-B, primary screen, selectivity assay for Bfl-1 inhibitor project, biochemical, fluorescence polarization; FP displacement of FITC-TR3 peptide from Bcl-B; higher % means a stronger effect; displacement, % at 20 µM, or IC50 in µM where a hit was titrated; 96,000 tested, 0.11% active;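 active = displacement above 50% at 20 µM plus a fluorescence interference ratio under 1.5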;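 note: plate controls were wells without compound for no effect and wells lacking Bcl-B protein for full effect; a part of the inactive calls stands beside numbers as strong as those of hits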
# PLAP inhibitors HTS = PLAP enzyme inhibitors, biochemical, luminescence, HTS (AID 690); purified PLAP, luminescent substrate; higher % means a stronger effect; 96,000 tested, 0.08% active; inhibition, % at 20 µM; hits with a dose series show IC50 in µM; in the data active = a potency from the dose series; inactive = the rest, 99 in 100 with inhibition below about 30%; note: strong numbers were not always called active
# IL1B NFkB pot = enhances IL-1B driven NFkB nuclear translocation; HUVEC IL-1B NFkB p65 nuclear translocation imaging; activation, % at 2 µM; 94,000 tested, 0.3% active; AID 819;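 active = activation above 40%, about the mean plus 3 SD, also judged a hit on visual image review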;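 note: percent activation is computed from the nuclear over cytoplasmic p65 intensity ratio; values of inactives mirror those of a sister screen read the other way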
# MRP reversal = compounds reversing MRP-mediated drug resistance; 85,000 tested, 0.04% active; differential viability (reversal), % at 10 µM; H69AR cells + 2 uM doxorubicin, CellTiter-Glo, 72 h;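 active = viability drop by adding the cancer drug above about 55%, with treated viability meeting a 40% cutoff, limit read from the data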;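 note: viability without doxorubicin minus viability with 2 µM doxorubicin for each compound; larger differential means the compound sensitizes cells more to doxorubicin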
# IL1B NFkB inh = blocks IL-1B driven NFkB nuclear translocation in HUVEC cells | AID 796 | HUVEC IL-1B NFkB p65 nuclear translocation imaging | inhibition, % at 2 µM | 94,000 tested, 0.43% active;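 active = inhibition above about 30% together with a positive call from visual inspection of the well image, limit read from the data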;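 note: nuclear over cytoplasmic p65 intensity ratio measured by imaging; 0% = IL-1B stimulated DMSO wells and 100% = unstimulated DMSO wells; values of inactives mirror those of a sister screen read the other way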
# MRP reversal cytotoxicity = further read-out of MRP reversal, marked with its call; viability, %; H69AR cells, CellTiter-Glo, 72 h; measured here: cytotoxicity without doxorubicin
# MRP reversal with doxorubicin = second read-out of MRP reversal, no call of its own (marks repeat the call); viability, %; measured here: viability with 2 uM doxorubicin; hits give low values
# IL1B NFkB inh cell count 2 µM = further read-out of IL1B NFkB inh, marked with its call; cell count; measured here: cells passing quality filter;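 raw number of nuclei counted in each imaged well without normalization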
# IL1B NFkB pot cell count 2 µM = second read-out of IL1B NFkB pot, no call of its own (marks repeat the call); cell count; measured here: cells passing quality filter
# Active calls of the source: *; nt = no result given.
SMILES,Bcl-B TR3 displacers,PLAP inhibitors HTS,IL1B NFkB pot,IL1B NFkB pot cell count 2 µM,MRP reversal,MRP reversal cytotoxicity,MRP reversal with doxorubicin,IL1B NFkB inh,IL1B NFkB inh cell count 2 µM
Cn1nc(-c2ccccc2)c(C(O)c2ccc(Cl)cc2)c1Cl (stereo not drawn),0.5%,14.5%,nt,nt,nt,nt,nt,nt,nt
N#Cc1nc(Cc2ccccc2)oc1N1CCN(c2cccc(Cl)c2)CC1,1.5%,1.3%,-7.9,82,-2.8,95.6,98.3,7.9,82
O=C(Nc1nccs1)c1nc(-c2ccccc2)n(-c2ccccc2)n1,11.5%,12.2%,11.6,104,-5.4,76.3,81.7,-11.6,104
Cc1no[n+]([O-])c1COc1ccc(/C=C2\NC(=S)NC2=O)cc1,-62.5%,-49.9%,9.7,182,-60.0,74.1,134.1,-9.7,182
CCN(Cc1ccccc1)CC(O)COc1ccccc1 (stereo not drawn),2.6%,20.7%,4.6,162,-5.1,89.0,94.2,-4.6,162
Clc1ccc(-c2nnc3cccc(Cl)n23)c(Cl)c1,-2.2%,-24.4%,-0.1,172,5.9,94.0,88.1,0.1,172
COc1cc(C(=O)NCC(C)C)c([N+](=O)[O-])cc1OC,-3.5%,-7.0%,9.2,158,nt,nt,nt,-9.2,158
c1ccc(C2C3=C(CCCC3)Nc3ncnn32)cc1 (stereo not drawn),4.1%,-67.9%,-1.5,127,12.7,90.3,77.6,1.5,127
O=C(O)CCCN1C(=O)/C(=C/c2ccc(-c3nc4ccccc4s3)o2)SC1=S,-94.5%,2.9%,3.1,116,nt,nt,nt,-3.1,116
O=C(COC(=O)c1ccc(F)cc1)Nc1ccccc1N1CCOCC1,nt,nt,-6.7,132,-0.4,82.1,82.5,6.7,132
CCOC(=O)CSC1=C(C#N)C(c2ccco2)C(C(=O)Nc2cccc(C(F)(F)F)c2)=C(C)N1 (stereo not drawn),-8.5%,-21.8%,0.9,87,-0.6,92.0,92.6,-0.9,87
COc1ccc(CC(=O)OCC(=O)NC(=O)NC23CC4CC(CC(C4)C2)C3)cc1,-21.8%,3.4%,-8.4,157,nt,nt,nt,8.4,157
O=C(CN1CCN(CC(=O)Nc2ccc(OCc3ccccc3)cc2)CC1)Nc1ccc(F)cc1,nt,nt,-1.7,116,nt,nt,nt,1.7,116
CC(C(=O)Nc1ccccn1)N1C(=O)C2C3C=CC(C3)C2C1=O (stereo not drawn),-3.4%,2.3%,-4.3,92,2.5,93.4,90.9,4.3,92
CCCNC(=O)NC1C(NC(=O)NCCC)N(C)C(=O)N1C (stereo not drawn),-1.1%,5.6%,27.2,105,nt,nt,nt,-27.2,105
CC(C)CN(CC(C)C)C(=O)CS(=O)(=O)Cc1ccccc1,-1.5%,-41.8%,-2.0,177,17.9,103.7,85.8,2.0,177
CCN(Cc1ccccc1)C(c1ccc(Cl)cc1)c1nnnn1C(C)(C)C (stereo not drawn),-8.3%,-2.5%,5.4,185,9.1,82.5,73.4,-5.4,185
O=C1c2ccccc2C(=O)N1CCC(c1ccc(F)cc1)c1ccco1 (stereo not drawn),-0.2%,-3.9%,9.9,117,6.2,79.2,73.0,-9.9,117
CCCCCn1c(CNC(=O)COC)nc2ccccc21,-21.3%,3.6%,nt,nt,4.0,89.8,85.8,nt,nt
CC1CC1C(=O)OCC(=O)NCc1ccccc1Cl (stereo not drawn),1.9%,-15.7%,7.2,107,-20.8,29.3,50.1,-7.2,107

# 6 entries drawn at random from those above:
SMILES,Bcl-B TR3 displacers,PLAP inhibitors HTS,IL1B NFkB pot,IL1B NFkB pot cell count 2 µM,MRP reversal,MRP reversal cytotoxicity,MRP reversal with doxorubicin,IL1B NFkB inh,IL1B NFkB inh cell count 2 µM
O=C(Nc1nccs1)c1nc(-c2ccccc2)n(-c2ccccc2)n1,11.5%,12.2%,11.6,104,-5.4,76.3,81.7,-11.6,104
O=C(O)CCCN1C(=O)/C(=C/c2ccc(-c3nc4ccccc4s3)o2)SC1=S,-94.5%,2.9%,3.1,116,nt,nt,nt,-3.1,116
COc1ccc(CC(=O)OCC(=O)NC(=O)NC23CC4CC(CC(C4)C2)C3)cc1,-21.8%,3.4%,-8.4,157,nt,nt,nt,8.4,157
COc1cc(C(=O)NCC(C)C)c([N+](=O)[O-])cc1OC,-3.5%,-7.0%,9.2,158,nt,nt,nt,-9.2,158
Clc1ccc(-c2nnc3cccc(Cl)n23)c(Cl)c1,-2.2%,-24.4%,-0.1,172,5.9,94.0,88.1,0.1,172
Cn1nc(-c2ccccc2)c(C(O)c2ccc(Cl)cc2)c1Cl (stereo not drawn),0.5%,14.5%,nt,nt,nt,nt,nt,nt,nt

# Following part
SMILES,Bcl-B TR3 displacers,PLAP inhibitors HTS,IL1B NFkB pot,IL1B NFkB pot cell count 2 µM,MRP reversal,MRP reversal cytotoxicity,MRP reversal with doxorubicin,IL1B NFkB inh,IL1B NFkB inh cell count 2 µM
COc1cc(C)c(Cl)cc1S(=O)(=O)n1cnc(C)c1,4.2%,-65.5%,5.1,138,17.3,86.0,68.7,-5.1,138
CCOc1ccc(Br)cc1S(=O)(=O)NCCN(C)C,-8.3%,-4.9%,-1.3,190,nt,nt,nt,1.3,190
CCOC(=O)CNC(=O)CSc1nnnn1-c1ccc(C)c(C)c1,9.8%,13.0%,6.9,186,6.2,104.0,97.9,-6.9,186
CCc1ccccc1NC(=O)Cn1nc(C(F)(F)F)c2c1CCC2,nt,nt,-2.0,129,16.0,110.3,94.3,2.0,129
C#CC(=O)N(c1cc(OC)ccc1OC)C(C(=O)NC1CCCC1)c1cccs1 (stereo not drawn),2.9%,-46.6%,9.2,69,nt,nt,nt,-9.2,69
CN(C)C(=S)c1ccc2ccccc2n1,-4.3%,1.1%,-0.5,122,nt,nt,nt,0.5,122
Cc1ccc2cc(CN(Cc3ccc4c(c3)OCO4)Cc3nnnn3Cc3ccco3)c(=O)[nH]c2c1,-5.1%,-56.9%,5.5,115,-14.2,50.0,64.2,-5.5,115
COc1ccc(CCNC(=O)CSc2ncn[nH]2)cc1,2.2%,8.7%,11.6,66,nt,nt,nt,-11.6,66
Cc1cccc(C)c1NC(=O)C1=C(O)c2ccccc2N(C)S1(=O)=O,0.0%,-0.4%,nt,nt,nt,nt,nt,nt,nt
Cn1nnnc1SCC(=O)Nc1ccc(Br)cc1Cl,nt,nt,0.5,133,-1.1,80.7,81.8,-0.5,133
COc1ccccc1NC(=O)CSc1nnc(-c2ccccn2)n1Cc1ccco1,4.3%,-22.0%,6.4,105,-19.6,52.1,71.8,-6.4,105
Cc1ccc(S(=O)(=O)N(CC(=O)N2CCCCC2)c2cccc(C)c2)cc1,nt,nt,-13.1,146,9.1,85.5,76.4,13.1,146
COc1ccc(Cl)cc1NC(=O)C/C(C)=N/NC(=O)CC#N,-0.8%,-12.6%,-17.7,130,nt,nt,nt,17.7,130
CCOC(=O)C1=NN(C(=O)Nc2ccc(OC)cc2)C2C(=O)N(c3cccc(C(F)(F)F)c3)C(=O)C12 (stereo not drawn),4.0%,-59.6%,10.7,160,nt,nt,nt,-10.7,160
O=C(CSc1nnnn1C1CCCC1)NCc1ccc2c(c1)OCO2,-2.3%,17.1%,-1.9,151,1.4,89.3,87.9,1.9,151
CC(C)c1nc(C#N)c(NCCCn2ccnc2)o1,8.4%,0.7%,25.9,232,11.0,90.9,79.9,-25.9,232
CCSc1nc2cc(C(=O)OC)ccc2c(=O)n1CC,nt,nt,-6.4,129,nt,nt,nt,6.4,129
Cc1cc([N+](=O)[O-])cc2ncccc12,2.3%,22.0%,5.5,175,nt,nt,nt,-5.5,175
CCOc1ccc(-n2c(SCC(=O)Nc3cc(C)on3)nnc2-c2c[nH]c3ccccc23)cc1,1.3%,17.1%,8.0,191,-4.7,27.3,31.9,-8.0,191
Cc1ccc(-n2c(CNc3ccc(F)cc3)nnc2SCC(N)=O)cc1,-8.1%,-9.3%,2.7,137,9.3,96.1,86.8,-2.7,137

# Given with bars between the fields: part of the list above.
smiles | Bcl-B TR3 displacers | PLAP inhibitors HTS | IL1B NFkB pot | IL1B NFkB pot cell count 2 µM | MRP reversal | MRP reversal cytotoxicity | MRP reversal with doxorubicin | IL1B NFkB inh | IL1B NFkB inh cell count 2 µM
COc1ccc(Cl)cc1NC(=O)C/C(C)=N/NC(=O)CC#N | -0.8% | -12.6% | -17.7 | 130 | nt | nt | nt | 17.7 | 130
CCOC(=O)C1=NN(C(=O)Nc2ccc(OC)cc2)C2C(=O)N(c3cccc(C(F)(F)F)c3)C(=O)C12 (stereo not drawn) | 4.0% | -59.6% | 10.7 | 160 | nt | nt | nt | -10.7 | 160
O=C(CSc1nnnn1C1CCCC1)NCc1ccc2c(c1)OCO2 | -2.3% | 17.1% | -1.9 | 151 | 1.4 | 89.3 | 87.9 | 1.9 | 151
CC(C)c1nc(C#N)c(NCCCn2ccnc2)o1 | 8.4% | 0.7% | 25.9 | 232 | 11.0 | 90.9 | 79.9 | -25.9 | 232

# (listing goes on)
SMILES,Bcl-B TR3 displacers,PLAP inhibitors HTS,IL1B NFkB pot,IL1B NFkB pot cell count 2 µM,MRP reversal,MRP reversal cytotoxicity,MRP reversal with doxorubicin,IL1B NFkB inh,IL1B NFkB inh cell count 2 µM
O=C(OCC(=O)N1CCCCCC1)c1n[nH]c(=O)c2ccccc12,21.1%,-14.1%,nt,nt,1.7,92.3,90.6,nt,nt
COc1cc(C2C3C(=O)N(c4ccccc4)C(=O)C3ON2c2ccccc2)cc(OC)c1OC (stereo not drawn),7.0%,-25.9%,12.7,143,10.1,96.4,86.3,-12.7,143
CC(=O)Nc1c(C#N)c(C(C)(C)C)cn1C,-0.7%,-13.4%,30.2,146,13.3,96.8,83.5,-30.2,146
COc1ccc(OC)c(NC(=O)C(CC(=O)O)NCc2ccco2)c1 (stereo not drawn),-5.8%,-8.8%,16.8,216,nt,nt,nt,-16.8,216
Cc1cc(NC(=O)c2noc3c2CCCCC3)nn1Cc1ccc(Cl)cc1,-4.3%,-1.8%,nt,nt,5.5,85.7,80.2,nt,nt
CCOC(=O)c1sc2nc(NC(=O)C(C)(C)C)sc2c1C,-11.2%,-0.6%,6.1,50,-3.6,94.8,98.4,-6.1,50
CC(NC(=O)c1ccccc1)c1nc2ccccc2n1Cc1ccc(C#N)cc1 (stereo not drawn),-1.7%,0.4%,-17.5,158,-12.4,70.4,82.8,17.5,158
CCOc1ccc(Oc2nc(NCC(C)C)nc(OC)n2)nn1,-5.1%,-8.9%,nt,nt,8.7,89.0,80.3,nt,nt
Cc1oc(/N=C/c2cccc3ccccc23)c(C#N)c1C,-16.9%,-7.4%,nt,nt,9.6,105.0,95.4,nt,nt
CCOC(=O)c1[nH]c2ccc(F)cc2c1NC(=O)c1cc(OC)c(OC)c(OC)c1,-4.7%,-29.4%,21.5,145,8.0,88.6,80.6,-21.5,145
Cc1cc(C(=O)COC(=O)Cn2c(C(F)(F)F)nc3ccccc32)c(C)n1Cc1ccco1,-7.3%,3.6%,15.9,188,22.0,101.1,79.1,-15.9,188
Cc1ccc(C)c(-c2nc3ccc(N)cc3[nH]2)c1,-11.1%,8.4%,10.5,147,-2.2,56.4,58.6,-10.5,147
CCOC(=O)CSC1=C(C#N)C(c2ccc(C)cc2)C2=C(CCCC2=O)N1 (stereo not drawn),-2.5%,0.9%,0.2,121,16.4,98.1,81.7,-0.2,121
c1coc(-c2nn3c(-c4ccco4)nnc3s2)c1,nt,-14.3%,5.3,122,8.6,82.6,74.0,-5.3,122
N#C/C(=C\c1ccc[nH]1)Sc1nc2ccccc2s1,-94.4%,0.0%,nt,nt,-1.1,102.6,103.7,nt,nt

# Compound activity (PubChem)

# Only part of the results is shown (hit frequency here may not be typical).
